# FXIIa single: blocks human coagulation factor XIIa activity; purified human FXIIa, AMC substrate fluorescence, 2 h; 0.2% of 33,000 active; inhibition, % at 10 µM; AID 701; P00748; in the data active = inhibition above about 30%;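 note: 0% = enzyme with vehicle only and 100% = no enzyme blank; many of its hits are not listed in these tables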
# Target sequence (P00748 20-372 limits assumed): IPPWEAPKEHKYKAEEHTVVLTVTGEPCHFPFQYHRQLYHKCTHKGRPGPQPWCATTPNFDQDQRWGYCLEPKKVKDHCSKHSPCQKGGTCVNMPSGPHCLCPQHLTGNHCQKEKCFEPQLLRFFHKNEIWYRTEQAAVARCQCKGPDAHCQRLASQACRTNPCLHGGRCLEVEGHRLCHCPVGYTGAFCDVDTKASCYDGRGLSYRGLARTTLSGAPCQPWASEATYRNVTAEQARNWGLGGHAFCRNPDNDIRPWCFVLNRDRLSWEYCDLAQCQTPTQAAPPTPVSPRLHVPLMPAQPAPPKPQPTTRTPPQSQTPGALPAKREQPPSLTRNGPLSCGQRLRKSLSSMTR
# Target sequence (P00748 373-615 limits assumed): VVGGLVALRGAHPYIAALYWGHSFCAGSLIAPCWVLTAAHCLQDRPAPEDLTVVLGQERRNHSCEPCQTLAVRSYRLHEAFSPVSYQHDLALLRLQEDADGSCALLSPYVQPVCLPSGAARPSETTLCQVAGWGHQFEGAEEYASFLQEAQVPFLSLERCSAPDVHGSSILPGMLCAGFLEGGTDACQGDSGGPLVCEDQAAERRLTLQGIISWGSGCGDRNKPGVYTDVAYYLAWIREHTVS
# FXIa single inh: inhibitors of human coagulation factor XIa; P03951; inhibition, % at 10 µM; 0.3% of 33,000 active; purified human FXIa, fluorogenic AMC substrate cleavage; AID 687;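 active = inhibition above 40% in the primary screen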;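 note: 0% = enzyme without compound and 100% = blank wells lacking enzyme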
# An asterisk follows results filed as active; & = joins results of further samples.
SMILES,FXIIa single,FXIa single inh
O=C(CSc1nnc(Cc2cccs2)n1CCc1ccccc1)N1CCCc2ccccc21,-12,30
CC1=NNC(=O)C1C(c1ccc(F)cc1)C(C#N)C#N (stereo unspecified),5,-2
COc1ccc(Cc2nnc(NC(=O)Cn3cnc4c3c(=O)n(C)c(=O)n4C)s2)cc1,4,0
COc1ccc(OC(C)C(=O)N2CCOCC2)cc1 (stereo unspecified),4,-1
CCOc1ccc2nc(NC(=O)CS(=O)(=O)c3ccc(C)cc3)sc2c1,3,-6
CC(=O)Nc1sc(NC(=O)c2ccc(C)cc2)nc1-c1cccs1,-16,4
COC(=O)c1cn(NC(=O)c2cc(OC)cc(OC)c2)c(=O)c2ccccc12,3,1
O=c1c2cc(Br)cc(Br)c2oc2nc3n(c(=O)c12)CCCS3,-15,28
CC1(C)CC(=O)c2sc(NC(=O)CCS(=O)(=O)c3ccccc3)nc2C1,4,3
Cc1cc(C)nc(N2N=C(C(C)(C)C)CC2=O)n1,-12,-54
COc1ccc(NC(=O)CCN2CCC(C)CC2)cc1,-13,-2
CCOC(=O)c1ccc(NC(=O)CNC(=O)C23CC4CC(CC(C4)C2)C3)cc1,5,7
CN(Cc1ccccc1)C(=O)Cn1c(=O)oc2cc(S(=O)(=O)N3CCCC3)ccc21,-1,1
COCCCNC(=O)CC(NS(=O)(=O)c1ccc(Cl)cc1)c1ccc(OC)cc1 (stereo unspecified),5,1
Cc1ncc(S(=O)(=O)c2ccc(Cl)cc2)c(-c2ccccc2)n1,3,8
COC(=O)CCc1c(C)[nH]c(=S)[nH]c1=O,5,-3
Cc1cc(C)c(NC(=O)CSc2nnc(-c3ccncc3)n2Cc2ccco2)c(Cl)c1,2,4
CC(C)(C)c1ccc(S(=O)(=O)CCc2ccccn2)cc1,0,-3
COCCCNC(=O)CC(NS(=O)(=O)c1ccc(F)cc1)c1ccc(OC)cc1 (stereo unspecified),8,-8
OCc1ccc(O)c2ncccc12,5,-11
CCCCCc1ccc(S(=O)(=O)NCCc2ccncc2)cc1,8,-2
Cc1ccccc1NC(=O)NCC1CCCO1 (stereo unspecified),0,-7
Cc1cc(NC(=O)c2cccc(S(=O)(=O)N(C)C)c2)n(-c2ccccn2)n1,1,-4
COC(=O)c1cc(OC)c(OC)cc1NC(=O)CN1CCOCC1,6,-2
Nc1ccc(Oc2ccc(Cl)cc2)cc1,4,-6
CCOC(=O)c1sc(NC(=O)CSc2nc3c(cc2C#N)CCC3)c(C#N)c1C,-12,-4
O=C(Nc1cccc(F)c1)C1CCN(C(=O)c2ccccc2Cl)CC1,3,-8
Cn1nc(-c2ccc(N3CCCCC3)c(NC(=O)c3ccco3)c2)c2ccccc2c1=O,5,-1
CCCn1nc(C(=O)NCC(C)(C)N2CCOCC2)c2ccccc2c1=O,9,6
O=C(OCC(=O)N1CCOCC1)C(c1ccccc1)c1ccccc1,12,-1

# Whole records as entered above. Values in the order: FXIIa single, FXIa single inh
# COC(=O)c1cc(OC)c(OC)cc1NC(=O)CN1CCOCC1 is listed with 6, -2
# CCOC(=O)c1sc(NC(=O)CSc2nc3c(cc2C#N)CCC3)c(C#N)c1C is listed with -12, -4

# Later entries:
SMILES,FXIIa single,FXIa single inh
O=C(c1c(Cl)nc2sccn12)N(C(=O)c1c(Cl)nc2sccn12)c1ccc(Cl)cn1,7,4
CCC(c1nnnn1C1CCCC1)N1CCN(C(=O)c2ccco2)CC1 (stereo unspecified),7,-1
CCOC(=O)C1=C(C)N[C@@]2(O)c3ccccc3C(=O)[C@@]12O,3,3
COc1ccc(-n2ncc3c(N4CCc5ccccc54)ncnc32)cc1,3,4
Clc1cccc(-c2nc(-c3ccccn3)no2)c1,3,3
CCN=c1sc(C(=O)OC)cc(=O)n1CC,8,11
CC(C)CCNC(=O)CC1C(=O)N(Cc2ccccc2)C(C)c2nc3ccccc3n21 (stereo unspecified),5,0
O=C(Nc1ccc2snnc2c1)Nc1cccc2ccccc12,-2,-4
C=CCNc1nc(NCC)nc(N2CCOCC2)n1,7,-9
O=C(OCCN(CCOC(=O)c1ccncc1)S(=O)(=O)c1cccs1)c1ccncc1,6,4
CN1c2ccccc2C(C)(C)[C@]12C=Cc1cc(O)ccc1O2,8,-1
CCOc1ccc(S(=O)(=O)NCc2cccs2)cc1,-9,19
C=CCOC(=O)Nc1ccc(Cl)cc1NC(=O)OCC=C,-11,4
O=C(NCc1ccco1)c1cccn2c(=O)c3cc4ccccc4cc3nc12,4,-1
Clc1ccc(Cn2ncc3c(NCCN4CCOCC4)ncnc32)cc1,-1,4
Cn1c(-c2ccc(C=O)s2)nc2ccccc21,-10,-6
CSc1nc2nc(-c3ccccc3)cc(=O)n2[nH]1,3,-4
O=C(NCCc1ccccc1)c1ccc2nc(-c3ccco3)c(-c3ccco3)nc2c1,2,-13
Cc1ccnc(NS(=O)(=O)Cc2ccccc2)c1,-8,-12
Cc1cc(/C([O-])=C(/C(=S)Nc2ccc(F)cc2)[n+]2ccccc2)c(C)n1-c1ccc(F)cc1,-13,33
CC1CN(CC(=O)c2c(N)n(Cc3ccccc3)c(=O)n(C)c2=O)CC(C)O1 (stereo unspecified),-2,-9
CCOC(=O)C1CCN(S(=O)(=O)c2ccc(OC)c(Cl)c2Cl)CC1,-2,5
Cc1nnc(NC(=O)c2oc3c(ccc4ccccc43)c2C)s1,5,-4
CC(=O)c1ccccc1NC(=O)CSc1nnc2ccccn12,7,-14
O=C(NC1CCCC1)c1ccc(CN2CCOCC2)cc1,-7,17
Cc1cc2ccccc2n1CCNC(=O)C1CCCCC1,5,13
CCCOc1ccc(Cl)cc1CN1CCOCC1,6,0
O=S(=O)(N/N=C1\CC(c2ccccc2)Oc2ccccc21)c1ccccc1 (stereo unspecified),-18,1
CCN1CCN(c2nc(C)c3c(n2)CCCC3=O)CC1,5,-8
Cc1sc2c(c1C)c(=O)n(-c1cccc(C(F)(F)F)c1)c(=O)n2CC(=O)NCc1ccco1,3,-3
O=C(Cn1cnc2c(nnn2Cc2ccc(F)cc2)c1=O)OCc1ccccc1,3,0
CC(C)c1ccc(OCC(=O)NCc2ccco2)cc1,3,0
O=Cc1ccc(-c2ccccc2OC(F)(F)F)o1,6,0
c1csc(-c2nnc3ccccn23)c1,-13,5
COc1cccc(-c2cc(C(F)(F)F)nc(-n3cccn3)n2)c1,-7,0
Nc1cc2c(cc1C(=O)c1ccccc1)OCCO2,2,-1
N#CC1=C(N)OC2=C(C(=O)CCC2)C12C(=O)N1CCCc3cccc2c31 (stereo unspecified),3,8
COc1cccc(C2CC(c3ccccc3)Nc3ncnn32)c1 (stereo unspecified),-14,34
CN(CC(=O)Nc1ccc2c(c1)OCCO2)S(=O)(=O)c1ccc(Br)s1,4,0
CC(C)(C)c1nnc2sc(SCC(=O)c3ccc(Cl)cc3)nn2c1=O,12,1

# Some values from the entries so far:
# CC(C)(C)c1nnc2sc(SCC(=O)c3ccc(Cl)cc3)nn2c1=O – FXIIa single = 12
# Nc1cc2c(cc1C(=O)c1ccccc1)OCCO2 – FXIa single inh = -1
# c1csc(-c2nnc3ccccn23)c1 – FXIIa single = -13
# COc1cccc(-c2cc(C(F)(F)F)nc(-n3cccn3)n2)c1 – FXIa single inh = 0
# N#CC1=C(N)OC2=C(C(=O)CCC2)C12C(=O)N1CCCc3cccc2c31 (stereo unspecified) – FXIa single inh = 8

# Remaining list, next part:
SMILES,FXIIa single,FXIa single inh
O=C(C1=C(O)C(=O)N(Cc2ccco2)C1c1cccnc1)c1cc2ccccc2o1 (stereo unspecified),10,2
CC(=O)c1ccc(N=Cc2c(O)n(-c3cc(Cl)ccc3N3CCOCC3)c(=O)c3ccccc23)cc1,7,10
COCCn1c(SCC(=O)NCc2ccco2)nnc1-c1c[nH]c2ccccc12,4,6
O=C(NC1CCCCC1)C1CCC(CNS(=O)(=O)c2cccc3nsnc23)CC1 (stereo unspecified),8,2
COC(=O)COn1c(SCC(=O)OC)nc2ccccc2c1=O,4,-2
O=C(CCC(=O)OCCCC(F)(F)C(F)(F)F)Nc1ccc(Cl)cc1Cl,-5,-1
Cc1nnc(SCC(=O)Nc2ccccc2)[nH]c1=O,7,-4
Cc1c(N=Cc2c(O)n(Cc3ccco3)c(=O)c3ccccc23)c(=O)n(-c2ccccc2)n1C,-10&7,3&-11
CCN(CC)CCn1c(NCc2ccc(C)o2)nc2ccccc21,-11,32
O=C(NCc1ccccc1)c1ccc2nc(-c3ccco3)c(-c3ccco3)nc2c1,18,1
CSCCC(C(=O)N1C[C@]2(C)C[C@H]1CC(C)(C)C2)N1C(=O)c2ccccc2C1=O (stereo partly specified),5,-4
COc1cc(C(=O)NCc2cn3ccsc3n2)cc(OC)c1OC,1,0
COC(=O)CSc1nnc2n1C(C)(C)Cc1ccccc1-2,-15,0
O=C(NC12CC3CC(CC(C3)C1)C2)N1CCC(O)CC1,6,3
Cc1cc(C(=O)NCCCc2ccccc2)no1,10,3
COC(=O)c1ccc(CSc2nnc(NC(=O)c3cc4c(s3)CCCC4)s2)cc1,-1,-2
CCOC(=O)C(NC(=O)CC)(N1CCc2ccccc2C1)C(F)(F)F (stereo unspecified),8,-3
O=C(CCc1c[nH]c2ccccc12)NCc1ccc2c(c1)OCO2,1,6
CC(=C/c1ccccc1)/C=N/n1cnnc1,3,-3
COc1ccc(NC(=O)N2CCN(CCC#N)CC2)cc1,4,-4
COc1cc(C)nc(N2CCC(C(=O)NC3CCCCC3)CC2)n1,4,9
COc1ccccc1NC(=O)C1CCCN(c2cc(C)nc3ncnn23)C1 (stereo unspecified),5,-8
CN(C)c1cc(=O)n2c(n1)SCCC2,-11,23
Cn1c(SCC(=O)Nc2ccccc2F)nnc1-c1cc2ccccc2o1,9,-4
O=S(=O)(c1cccc2cccnc12)N1CCc2ccccc21,4,-4
Cc1ccc(-c2nnc(SCC(=O)Nc3ccccc3N3CCOCC3)o2)cc1,4,3
Cc1ccc(P(C)(=O)c2ccc(C)cc2)cc1,-16,14
CCCc1cc(Nc2ccccc2OCC)n2ncnc2n1,6,0
Cc1ccc(C)c2[nH]c(=O)c(C(c3nnnn3Cc3ccccc3)N3CCc4ccccc4C3)cc12 (stereo unspecified),-2,2
O=S(=O)(NCc1ccccc1)c1cccc2nonc12,6,5

# Quoted from the results shown for reference:
SMILES,FXIIa single,FXIa single inh
Cc1ccc(C)c2[nH]c(=O)c(C(c3nnnn3Cc3ccccc3)N3CCc4ccccc4C3)cc12 (stereo unspecified),-2,2
O=S(=O)(NCc1ccccc1)c1cccc2nonc12,6,5

# 5 compounds out of the list, arranged by SMILES length, smallest number first:
SMILES,FXIIa single,FXIa single inh
CCCc1cc(Nc2ccccc2OCC)n2ncnc2n1,6,0
COc1cc(C)nc(N2CCC(C(=O)NC3CCCCC3)CC2)n1,4,9
Cn1c(SCC(=O)Nc2ccccc2F)nnc1-c1cc2ccccc2o1,9,-4
COc1ccccc1NC(=O)C1CCCN(c2cc(C)nc3ncnn23)C1 (stereo unspecified),5,-8
Cc1ccc(C)c2[nH]c(=O)c(C(c3nnnn3Cc3ccccc3)N3CCc4ccccc4C3)cc12 (stereo unspecified),-2,2

# The list goes on:
SMILES,FXIIa single,FXIa single inh
Cc1nc2ncnn2c(C)c1CCC(=O)N1CC(C)CC(C)C1 (stereo unspecified),5,5
COc1cccc(/C=C/C(=O)c2c(O)cc(C)oc2=O)c1O,4,2
CC(=O)N1C(C(=O)O)CSC1c1cccc(C)c1 (stereo unspecified),8,2
Cc1nn(C)cc1/C=C/C(=O)c1cccs1,-13,2
CCOc1ccc(CCNC(=O)C2CCC(=O)N2CCc2ccccc2)cc1OCC (stereo unspecified),2,-9
CCOC(=O)C(=CNc1cc(C)nn1-c1ccccc1)C(=O)OCC,1,11
CCOC(=O)c1cnc(SCc2cccc3ccccc23)nc1N,2,3
O=C(Nc1ccncc1)Nc1ccc(F)cc1F,3,2
COC(=O)c1c(C(=O)OC)c(-c2ccc(C)cc2)n2c1CS(=O)C2 (stereo unspecified),-12,16
Cc1ccc(-c2nn3nnnc3c3ccccc23)cc1C,10,8
CCOC(=O)Cc1csc(NC(=O)c2c(-c3c(Cl)cccc3Cl)noc2C)n1,4,-10
CCN(CC)CCCNc1nc2cc(OC)c(OC)cc2c2nc(-c3cccnc3)nn12,5,10
O=C(COc1cccc(-n2cnnn2)c1)Nc1ccccc1,3,6
C[C@@H](C(=O)NCc1ccccc1)N1C(=O)C2CC=CCC2C1=O (stereo partly specified),5,-1
CC1(C)CC2CC(C)(CN2S(=O)(=O)c2cccc(N)c2)C1 (stereo unspecified),10,2
Cc1ccc(OCc2nc(C#N)c(NCc3ccc4c(c3)OCO4)o2)cc1,10,9
O=C(CC1CC2CCC1C2)OCC(=O)c1c[nH]c2ccccc12 (stereo unspecified),-15,20
Cc1ccc(CSc2nnc3nc(C)cc(C)n23)cc1,5,-2
Cc1ccccc1Oc1cccc(C(=O)/C(C#N)=C/N(C)C)c1,-5,22
O=c1oc2ccccc2c2c1SC(C(F)(F)F)C2 (stereo unspecified),-1,-12
COc1ccc(S(=O)(=O)N(Cc2cc3cc(C)ccc3[nH]c2=O)CC2CCCO2)cc1 (stereo unspecified),6,-6
CN(C)c1ccc(CNc2ccc3c(c2)ncn3C)cc1,-4,21
O=S(=O)(c1ccccc1)c1nc(-c2ccco2)oc1NCc1ccccc1,9,7
CCOC(=O)N1CCN(S(=O)(=O)c2ccc(OCC)c(C)c2)CC1,-2,-3
Cc1[nH][nH]c(=O)c1N=Nc1ccccc1,-11,24
O=C(NCCc1csc(-c2ccc(C(F)(F)F)cc2)n1)c1cccs1,1,3
CCOC(=O)c1c(C(C)(C)C)oc2ccc(O)cc12,3,-10
Cc1cc(C)nc(NC(=O)c2ccc(Cl)c(Cl)c2)n1,4,13
CCC(=O)N1CCN(c2ccc(NC(=O)c3cc4ccccc4o3)cc2)CC1,-12,2
Cn1c(=O)c2c3c(sc2n2c(SCC(N)=O)nnc12)CC(C(C)(C)C)CC3 (stereo unspecified),7,1
COc1cc2cc(C(=O)O)n(C)c2c(OC)c1OC,6,-3
C=CCOc1ccc2ccccc2c1/C=N/O,-1,0
COc1ccc(-c2cc(C(=O)N3CC4(C)CC3CC(C)(C)C4)no2)cc1 (stereo unspecified),9,6
Cc1ccc(O)c(-c2cc(-c3cccc(F)c3)n[nH]2)c1,-14,26

# Screens deposited in PubChem BioAssay by PCMD.

# A portion of the library; count on the stated rates, not on these rows.
